# From PubChem
# KCNK9 inh: KCNK9 potassium channel inhibitors, primary screen, HEK293 cells, thallium flux; FluxOR thallium flux fluorescence; stronger effect = lower value; B-score at 10 µM; 310,000 compounds, 1.2% hits; Potassium channel subfamily K member 9 (Homo sapiens), Q9NPC2;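 active means ratio B-score over 3 SD below the library mean, with starting fluorescence within 5 SD of its mean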;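 further: negative B-score means less thallium flux so channel inhibition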
# hERG rescue: hERG rescue from dofetilide block, primary screen, cell-based, CHO-hERG, FluxOR thallium flux, dofetilide IC70 | activation (rescue from dofetilide block), less the hit threshold, % at 10 µM | dofetilide IC70 present | Voltage-gated inwardly rectifying potassium channel KCNH2 (Homo sapiens), Q12809 | 310,000 compounds, 0.51% hits;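 active means activation above the mean of controls blocked by dofetilide plus 5 SD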;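 further: thallium influx through hERG after potassium depolarization seen as dye fluorescence rise; in these data hits start at about 4.7%; inactives centre near -7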
# RGS4 pot: RGS4 potentiators or activators, primary screen, cell-based, HEK293 M3R inducible RGS4, calcium flux; AID 463111, 2010; 310,000 compounds, 0.92% hits; B-score at 10 µM; carbachol calcium flux Fluo4; stronger effect = lower value;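 active means B-score of the integrated calcium signal more than 4 SD below the library mean, with starting fluorescence not abnormally high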;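 further: negative B-score means reduced calcium response which marks RGS4 activation or potentiation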
#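 Material: M3R-expressing HEK293 line, RGS4 induced by doxycycline | Schedule: Overnight RGS4 induction, 30 min dye load 37 °C, 20 min compound RT | Measured by: Fluo4 fluorescence kinetic imaging of calcium | Read-out: Integrated calcium ratio converted to B score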
# KCNK3 inh: human KCNK3 channel inhibitors, primary screen, CHO cells, FluxOR thallium flux, B-score. AID 602410, 2012. 340,000 compounds, 0.84% hits. FluxOR fluorescence; stronger effect = lower value. B-score at 10 µM;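 active means B-score under library mean minus 4 SD, starting fluorescence ratio at most library mean plus 5 SD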;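 further: more negative B-score means stronger inhibition of thallium flux through KCNK3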
# Target sequence (O14649 whole entry, looked up): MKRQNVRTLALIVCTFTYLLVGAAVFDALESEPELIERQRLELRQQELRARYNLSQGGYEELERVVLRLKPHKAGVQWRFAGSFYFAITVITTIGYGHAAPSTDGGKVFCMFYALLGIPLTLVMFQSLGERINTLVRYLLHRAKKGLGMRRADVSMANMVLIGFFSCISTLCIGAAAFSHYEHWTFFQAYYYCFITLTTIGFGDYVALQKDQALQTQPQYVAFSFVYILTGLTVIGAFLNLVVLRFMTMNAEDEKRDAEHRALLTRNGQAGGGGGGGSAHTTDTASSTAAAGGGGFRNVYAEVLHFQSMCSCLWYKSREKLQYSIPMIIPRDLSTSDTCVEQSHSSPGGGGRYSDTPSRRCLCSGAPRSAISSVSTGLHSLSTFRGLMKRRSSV
# GSK3A inh: blockers of GSK3A enzyme activity – biochemical, luminescence, cell-free homogeneous, HTS, primary screen | 320,000 compounds, 0.1% hits | AID 2650, 2010 | Glycogen synthase kinase-3 alpha (Homo sapiens), P49840 | GSK-3 alpha kinase, ADP-Glo luminescence, 60 min | inhibition, % at 10 µM;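 in the data active means inhibition above about 50%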;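 further: GST-tagged GSK-3 alpha with peptide substrate and 25 µM ATP; 0% = DMSO neutral wells and 100% = GW8510 positive control wells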
# GSK3beta inhib: human GSK3beta kinase inhibitors, primary screen, biochemical, cell-free homogeneous, HTS; GST-GSK3beta kinase, ADP-Glo luminescence, 60 min; stronger effect = lower value; 300,000 compounds, 0.038% hits; activity score (negative = inhibition), % at 10 µM;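 active means more than half of replicate wells score below -50%, meaning over 50% inhibition versus plate controls; inconclusive means some replicates but at most half score below -50%; inactive means no replicate scores below -50%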;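 further: 0% = median DMSO wells and -100% = median GW8510 positive control wells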
# Target sequence (P49841 whole entry, looked up): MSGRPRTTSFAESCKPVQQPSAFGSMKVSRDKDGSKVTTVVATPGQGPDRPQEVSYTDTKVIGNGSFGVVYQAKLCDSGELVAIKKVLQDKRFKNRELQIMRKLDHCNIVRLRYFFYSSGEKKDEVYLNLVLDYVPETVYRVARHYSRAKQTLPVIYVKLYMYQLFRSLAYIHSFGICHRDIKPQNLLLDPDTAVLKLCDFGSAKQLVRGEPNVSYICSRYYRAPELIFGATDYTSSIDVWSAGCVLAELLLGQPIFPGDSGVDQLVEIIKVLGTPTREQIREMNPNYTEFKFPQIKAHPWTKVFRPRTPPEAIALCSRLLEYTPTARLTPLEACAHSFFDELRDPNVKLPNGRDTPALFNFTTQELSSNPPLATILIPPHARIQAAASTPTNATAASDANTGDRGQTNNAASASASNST
#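 Assay system: GST-tagged human GSK3beta kinase, cell-free; Input: 1.6 ng GSK3beta; Medium: Tris/MgCl2 kinase buffer; Timing: 60 min enzyme reaction, room temperature; Signal: ADP-Glo luminescence quantifying ADP generated by kinase; Evaluation: score relative to plate controls; Benchmarks: DMSO neutral wells and GW8510 at 20 µM as positive.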
# KCNQ1 inh: inhibitors of human KCNQ1 channel, primary screen, cell-based, thallium flux, high-throughput; AID 2642, 2010; Potassium voltage-gated channel subfamily KQT member 1 (Homo sapiens), P51787; B-score at 10 µM; CHO-K1 KCNQ1, FluxOR thallium flux fluorescence; stronger effect = higher value; 310,000 compounds, 1.3% hits;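 active means compounds whose thallium flux B-score, printed positive for inhibition, exceeds three library SD while starting fluorescence stays within three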;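 further: channel opened by potassium depolarization with thallium stimulus after 20 min compound exposure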
# HDAC3 inh: HDAC3 deacetylase inhibitors, primary screen, biochemical, fluorescence, cell-free homogeneous; Histone deacetylase 3 (Homo sapiens), O15379; recombinant HDAC3, fluorogenic peptide/trypsin coupled; inhibition, % at 8.3 µM; 320,000 compounds, 0.15% hits; AID 2718, 2010; in the data active means inhibition above about 26%, passing the limit was not always enough; inconclusive means no clear call, values can overlap the other calls
# KCNQ1 pot: potentiators or activators of KCNQ1 channel, primary screen, cell-based, thallium flux, high-throughput | Potassium voltage-gated channel subfamily KQT member 1 (Homo sapiens), P51787 | CHO-K1 KCNQ1, thallium flux FluxOR fluorescence; stronger effect = higher value | B-score at 10 µM | 310,000 compounds, 0.35% hits | AID 2648, 2010;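 active means fluorescence ratio B-score, a plate-corrected score, at least three library SD, with initial intensity B-score within 5 SD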
#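 Schedule – 37 °C overnight plating, 90-min dark dye load, 20-min compound pretreatment · System – stable KCNQ1 CHO-K1 line · Probe or stimulus – thallium- and potassium-containing depolarizing buffer · Measured by – kinetic FluxOR fluorescence, 10 s baseline plus 110 s post-stimulus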
# PolyA inh: polyadenylation inhibitors in yeast reporter cells, primary screen, luminescence, S. cerevisiae; 300,000 compounds, 0.02% hits; AID 1875, 2009; calls only at 12 µM; S. cerevisiae SKY197-pL101 polyadenylation reporter, beta-gal luminescence; efflux-impaired pdr1/pdr3 knockout yeast; score 100 = 6 SD above DMSO;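 active means lowest replicate activity score at least 50, where 100 means six control SD above control mean; inconclusive means lowest score under 50 but half or more replicates reach 50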;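 further: yeast exposed to compound for 9 h at 30 °C; higher score means more reporter readthrough which indicates perturbed polyadenylation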
# Dyrk1A ADPGlo: rat Dyrk1A kinase inhibitors, primary screen, biochemical, single point, plate reader; AID 504441, 2011; inhibition, % at 12.5 µM; 310,000 compounds, 0.43% hits; ADP-Glo luminescence, NFATc1 peptide; in the data active means inhibition above about 50%;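 further: plate controls were vehicle with enzyme for no effect and no enzyme for full effect; many of its hits are not listed in these tables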
# Active calls of the source: *; i = inactive; ? = inconclusive; / = no result given. These rows are one share of the data; the hit share may differ from the screen's.
cpd	Molecule	KCNK9 inh	hERG rescue	RGS4 pot	KCNK3 inh	GSK3A inh	GSK3beta inhib
1	CCc1sc(N2C(=O)C3C4CCC(C4=C(C)C)C3C2=O)nc1-c1ccccc1 (configuration not stated)	i	-11	-7.5*	i	-3	0
2	Cc1ccc(C)n1N1C(=O)/C(=C\c2ccc(Cl)cc2)SC1=S	i	-13	i	i	3	2
3	Cc1cc(Nc2ccc([N+](=O)[O-])cc2)c2ccccc2n1	i	-9	i	i	1	-1
4	Cc1cc(C)c2nc(N3CCN(C(=O)c4ccco4)CC3)sc2c1	i	-14	i	i	-1	3
5	CC(C)OCCCNC(=O)c1cc2c(s1)CS(=O)(=O)C2	i	-5	i	i	-6	1
6	COc1ccc(N=Nc2c(C)[nH]c3ccccc23)cc1	i	-6	i	i	-2	1
7	COc1ccc(-n2ncc3c(NCCCN4CCOCC4)ncnc32)cc1	i	-1	i	i	-2	-4
8	N#Cc1cc2c(nc1SCC(=O)O)CCCCC2	i	-8	i	i	-3	4
9	Cc1sc(N)nc1-c1cccs1	i	-11	i	i	16	0
10	CCN(CC)c1ccc(NC(=O)COC(=O)COc2ccccc2[N+](=O)[O-])cc1	i	-13	i	i	-2	2

cpd	KCNQ1 inh	HDAC3 inh	KCNQ1 pot	PolyA inh	Dyrk1A ADPGlo
1	i	12	i	i	2
2	i	8	i	i	13
3	i	-2	i	i	-1
4	i	-1	i	i	-2
5	i	7	i	i	0
6	i	?	i	i	-2
7	i	3	i	i	4
8	i	/	i	i	-5
9	i	5	i	i	1
10	i	13	i	i	-4

# Single records, from the list above. Values in the order: KCNK9 inh	hERG rescue	RGS4 pot	KCNK3 inh	GSK3A inh	GSK3beta inhib	KCNQ1 inh	HDAC3 inh	KCNQ1 pot	PolyA inh	Dyrk1A ADPGlo
# Profile of `Cc1ccc(C)n1N1C(=O)/C(=C\c2ccc(Cl)cc2)SC1=S` → i	-13	i	i	3	2	i	8	i	i	13
# Profile of `Cc1cc(Nc2ccc([N+](=O)[O-])cc2)c2ccccc2n1` → i	-9	i	i	1	-1	i	-2	i	i	-1

# Going on with the list:
cpd	Molecule	KCNK9 inh	hERG rescue	RGS4 pot	KCNK3 inh	GSK3A inh	GSK3beta inhib
11	CCc1nnc(NC(=O)c2cc(S(=O)(=O)N3CCOCC3)ccc2N2CCCCC2)s1	i	-14	i	i	/	5
12	CCn1c(COc2cccc(OC)c2)nnc1SCC(=O)Nc1ccccc1C(=O)OC	i	-27	i	i	-1	-1
13	COc1ccc(CNc2ncc(-c3ccc(F)cc3)n2C)cc1OC	i	-5	i	i	-2	-2
14	CCCCCN(C(=O)CCC(=O)OCC(=O)N1CCC(C)CC1)c1c(N)n(CCCC)c(=O)[nH]c1=O	i	-7	i	i	0	2
15	COc1nc(Nc2ccc(C(C)C)cc2)nc(OC)n1	i	4	i	i	2	-5
16	CC1CCCN(C(=O)C2CCN(S(=O)(=O)c3ccc4c(c3)CC(C)N4C(=O)C3CC3)CC2)C1 (configuration not stated)	i	-10	i	i	0	3
17	O=C(OCc1cc([N+](=O)[O-])cc2c1OCOC2)c1ccccn1	i	0	i	i	-1	-2
18	COCCCNC(=O)/C(C#N)=C/c1c(N2CCN(c3ccc(OC)cc3)CC2)nc2c(C)cccn2c1=O	i	-9	i	i	-2	2
19	COc1ccc(NC(=S)Nc2ccc(C)c(S(=O)(=O)N3CCCCC3)c2)cc1	i	-13	i	/	-2	3
20	Cc1ccccc1C(=O)N1N=C(c2cccc(NS(C)(=O)=O)c2)CC1c1cccs1 (configuration not stated)	i	-8	i	i	0	4

cpd	KCNQ1 inh	HDAC3 inh	KCNQ1 pot	PolyA inh	Dyrk1A ADPGlo
11	i	/	i	i	/
12	i	-9	i	/	-1
13	i	-2	i	i	/
14	i	2	i	i	2
15	i	1	i	i	13
16	i	4	i	i	-9
17	i	2	i	i	2
18	i	-6	i	i	3
19	i	3	i	i	/
20	i	-3	i	i	4

# Continuation.
cpd	Molecule	KCNK9 inh	hERG rescue	RGS4 pot	KCNK3 inh	GSK3A inh	GSK3beta inhib
21	Cc1cccc(-n2ncc3c(NCc4ccccn4)ncnc32)c1	i	-3	i	i	-2	-1
22	C/C=C1\C(OC2OC(CO)C(O)C(O)C2O)OC=C(C(=O)OC)C1CC(=O)OCC1C(C)C(OC(=O)CC2C(C(=O)OC)=COC(OC3OC(CO)C(O)C(O)C3O)/C2=C\C)CC1C(CO)CO (configuration not stated)	i	-5	i	i	1	0
23	Cc1ccc2nc(C)/c(=N\O)c(C)nc2c1	i	-8	i	i	-1	2
24	CCCn1c(=N)c(C(=O)NCC2CCCO2)cc2c(=O)n3cccc(C)c3nc21 (configuration not stated)	i	-6	i	i	1	-1
25	Cc1ccc(C(=O)c2c(NC(=O)c3cccnc3)sc3c2CCCC3)cc1	i	-7	i	i	-1	-2
26	O=C(c1cccs1)N1CCCC(c2nc3c(nnn3Cc3ccccc3Cl)c(=O)[nH]2)C1 (configuration not stated)	i	-8	i	i	0	-4
27	CCC(CC)C(=O)c1c[nH]c(C(=O)N2CCN(c3ccccc3F)CC2)c1	i	3	i	i	-3	2
28	CCOc1cccc2sc(=NC(=O)c3ccc(S(=O)(=O)N4CCOCC4)cc3)n(C)c12	i	-7	i	i	-2	/
29	O=C(c1ccccc1)c1nccc2ccccc12	i	-3	i	i	0	1
30	O=C(/C=C/c1ccc([N+](=O)[O-])s1)N1CCN(c2ccccc2)CC1	i	-1	i	i	-1	4

cpd	KCNQ1 inh	HDAC3 inh	KCNQ1 pot	PolyA inh	Dyrk1A ADPGlo
21	i	-3	i	i	-1
22	i	4	i	i	15
23	i	-2	i	i	4
24	i	i	i	i	-1
25	i	?	i	i	28
26	i	-4	i	i	-2
27	i	0	i	i	/
28	i	-14	i	i	6
29	i	-4	i	i	-9
30	i	1	i	i	-2

# The results go on:
cpd	Molecule	KCNK9 inh	hERG rescue	RGS4 pot	KCNK3 inh	GSK3A inh	GSK3beta inhib
31	CCN1CCN(CCCNC(=O)CCCn2nc(C)c3sc4ccccc4c3c2=O)CC1	i	-4	i	i	-1	4
32	CC(=O)Nc1ccc(N2N=C(C)C(N=Nc3ccccc3)C2=O)cc1 (configuration not stated)	i	-5	i	i	0	2
33	O=C(CC12CC3CC(CC(C3)C1)C2)NC(=S)N1CCCCC1	i	-7	i	i	0	0
34	O=C(NCC1CCCO1)c1ccc(N2CCCCC2)nc1 (configuration not stated)	i	-8	i	i	-2	-2
35	CCOc1ccccc1N1CCN(Cc2cnc(-c3ccccc3)[nH]2)CC1	i	-6	i	i	3	-1
36	O=C(Nc1ccc(N2CCOCC2)cc1)C1CCCN(S(=O)(=O)c2cccc(C(F)(F)F)c2)C1 (configuration not stated)	i	1	i	i	-1	3
37	COc1cccc(/C=N/Nc2ncnc(N)c2[N+](=O)[O-])c1OC	i	-10	i	i	11	1
38	N#Cc1c(C(F)(F)F)cc(-c2ccc(Cl)cc2)nc1SCC(=O)O	i	-13	i	i	-1	0
39	Cc1cccc(-c2noc(CN(C)S(=O)(=O)c3cc(Cl)ccc3Cl)n2)c1	-8*	-7	i	i	-2	7
40	O=C(OCC(=O)N1CCN(c2ccccc2)CC1)c1ccc(Cl)cc1[N+](=O)[O-]	i	-10	i	i	-4	1

cpd	KCNQ1 inh	HDAC3 inh	KCNQ1 pot	PolyA inh	Dyrk1A ADPGlo
31	i	2	i	i	1
32	i	-6	i	i	-1
33	i	1	i	i	-7
34	i	9	i	i	-3
35	i	-1	i	i	3
36	i	1	i	i	-1
37	i	-8	i	i	17
38	i	1	i	i	5
39	8*	3	i	i	1
40	i	2	i	i	-3

# The list goes on.
cpd	Molecule	KCNK9 inh	hERG rescue	RGS4 pot	KCNK3 inh	GSK3A inh	GSK3beta inhib
41	O=S(=O)(Nc1ccccn1)c1ccc(-n2cccn2)cc1	i	-4	i	i	-16	2
42	O=S(=O)(Nc1cccnc1)c1ccc(F)cc1	i	-4	i	i	/	-6
43	COc1cccc(OC)c1C(=O)Nc1cc2c(cc1N1CCOCC1)n(C)c(=O)n2C	i	-6	i	i	-1	0
44	CCSc1nc2c(c(=O)[nH]1)C(c1cccs1)C(C(=O)OC)=C(C)N2 (configuration not stated)	i	-6	i	i	1	4
45	N/C(=N\OC(=O)c1cc(Br)ccc1Cl)c1ccccn1	i	-10	i	i	0	0
46	COc1ccc(C2C(C(=O)c3ccco3)=C(O)C(=O)N2CC2CCCO2)cc1OC (configuration not stated)	i	-10	i	i	1	-1
47	O=C(COc1ccc2c(-c3ccccc3)cc(=O)oc2c1)N[C@H](Cc1c[nH]c2ccccc12)C(=O)O	i	-6	i	i	4	1
48	CC(=O)C1C(c2ccccc2OC(F)F)NC(=O)NC1(O)C(F)(F)F (configuration not stated)	i	-5	i	i	-6	0
49	COC(=O)COc1ccc(-c2nn(C)c(=O)c3ccccc23)cc1	i	1	i	i	0	2
50	COc1ccc(COC(=O)CCN=C2NS(=O)(=O)c3ccccc32)cc1F	i	-8	i	i	-3	2
51	COC(=O)Cc1cc(=O)n(-c2nc3ccccc3[nH]2)[nH]1	i	-7	i	i	-1	0

cpd	KCNQ1 inh	HDAC3 inh	KCNQ1 pot	PolyA inh	Dyrk1A ADPGlo
41	i	-5	i	i	-3
42	i	5	i	i	1
43	i	1	i	i	/
44	i	-2	i	i	-3
45	i	-6	i	i	5
46	i	-6	i	i	0
47	i	3	i	i	5
48	i	4	i	i	-7
49	i	-6	i	i	-2
50	i	-10	i	i	21
51	i	6	i	i	3
